NFkB SMM: binders of human NF-kappa-B p105 | hit rate 1.3% among 17,000 | P19838 | Small molecule microarray, anti-His fluorescence binding | calls only;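 active = spot fluorescence over background significantly raised, with a chance value under 7% in all four replicate spots of the compound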;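 also: probe protein is his-tagged human p50 processed subunit at 1 µg/ml; raw spot fluorescence signals with no normalization applied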
Target sequence (P19838 1-433 limits assumed): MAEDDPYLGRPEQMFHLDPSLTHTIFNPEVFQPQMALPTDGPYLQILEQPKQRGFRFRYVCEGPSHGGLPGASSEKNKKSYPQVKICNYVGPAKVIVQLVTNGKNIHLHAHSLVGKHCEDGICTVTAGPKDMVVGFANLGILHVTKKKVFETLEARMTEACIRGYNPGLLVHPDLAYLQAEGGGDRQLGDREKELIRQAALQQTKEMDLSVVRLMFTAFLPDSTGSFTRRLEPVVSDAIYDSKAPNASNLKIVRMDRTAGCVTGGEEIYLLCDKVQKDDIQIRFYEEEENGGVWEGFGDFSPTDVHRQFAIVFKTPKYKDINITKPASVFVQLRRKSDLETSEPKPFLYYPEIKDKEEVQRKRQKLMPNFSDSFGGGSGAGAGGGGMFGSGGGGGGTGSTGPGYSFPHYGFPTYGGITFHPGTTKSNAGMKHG
Calls only; i = inactive; + = active, no number.

nr | molecule | NFkB SMM
1 | COc1ccc(S(=O)(=O)N(C)C[C@@H]2Oc3ccc(NC(=O)Nc4ccc5c(c4)OCO5)cc3C(=O)N([C@H](C)CO)C[C@H]2C)cc1 | i
2 | C[C@H]1CCCCO[C@@H](CN(C)Cc2ccccc2)[C@@H](C)CN([C@@H](C)CO)C(=O)c2cc(NC(=O)CCCN(C)C)ccc2O1 | i
3 | C[C@H]1CN([C@@H](C)CO)C(=O)c2cccc(NC(=O)Nc3ccc(C(F)(F)F)cc3)c2O[C@H]1CN(C)C | i
4 | N#Cc1c(NC(=S)NC(=O)c2cncc(Br)c2)sc2c1CCCC2 | i
5 | CCn1c(SCc2nc3ccccc3c(=O)[nH]2)nc2ccccc2c1=O | i
6 | CC(C)NC(=O)N(C)C[C@@H]1Oc2ccc(NC(=O)CCC(F)(F)F)cc2CC(=O)N([C@@H](C)CO)C[C@@H]1C | i
7 | COc1ccc(CN(C)C[C@H]2Oc3ccc(NC(=O)c4ccncc4)cc3CC(=O)N([C@H](C)CO)C[C@H]2C)cc1 | i
8 | Cc1cc(O)c(Cc2c(O)cc(C)oc2=O)c(=O)o1 | i
9 | CC(C)NC(=O)N(C)C[C@@H]1Oc2ccc(NS(=O)(=O)c3cn(C)cn3)cc2CC(=O)N([C@@H](C)CO)C[C@@H]1C | i
10 | CNC[C@@H]1Oc2ccc(NS(=O)(=O)c3ccccc3)cc2CC(=O)N([C@@H](C)CO)C[C@H]1C | i
11 | C[C@H](CO)N1C[C@H](C)[C@@H](CN(C)Cc2ccc(C(=O)O)cc2)OCCCC[C@H](C)Oc2ccc(NC(=O)C3CCCCC3)cc2C1=O | i
12 | C=CC[C@]1(C(=O)NCC(O)CO)N=C(c2ccc(OCCCO)cc2)O[C@H]1c1ccccc1 (some centres undefined) | i

Next part; the last four above are carried over.
nr | molecule | NFkB SMM
9 | CC(C)NC(=O)N(C)C[C@@H]1Oc2ccc(NS(=O)(=O)c3cn(C)cn3)cc2CC(=O)N([C@@H](C)CO)C[C@@H]1C | i
10 | CNC[C@@H]1Oc2ccc(NS(=O)(=O)c3ccccc3)cc2CC(=O)N([C@@H](C)CO)C[C@H]1C | i
11 | C[C@H](CO)N1C[C@H](C)[C@@H](CN(C)Cc2ccc(C(=O)O)cc2)OCCCC[C@H](C)Oc2ccc(NC(=O)C3CCCCC3)cc2C1=O | i
12 | C=CC[C@]1(C(=O)NCC(O)CO)N=C(c2ccc(OCCCO)cc2)O[C@H]1c1ccccc1 (some centres undefined) | i
13 | C/C=C(\C)C(=O)O[C@@H]1c2c(ccc3ccc(=O)oc23)OC(C)(C)[C@@H]1OC(C)=O | i
14 | C[C@H]1CN([C@@H](C)CO)C(=O)CCCn2cc(nn2)CO[C@@H]1CN(C)S(=O)(=O)c1ccc2c(c1)OCCCO2 | i
15 | [N-]=[N+]=NCc1ccccc1C[C@@]1(C(=O)N2CCOCC2)N=C(c2ccc(OCCCO)cc2)O[C@@H]1c1ccccc1 | i
16 | C[C@@H]1CCCCO[C@H](CN(C)C)[C@H](C)CN([C@@H](C)CO)C(=O)c2cc(NC(=O)Nc3ccccc3)ccc2O1 | i
17 | Cc1nc(SCC(=O)Nc2ccc3ccccc3c2)n[nH]1 | i
18 | OC[C@H]1O[C@@H](OCCc2ccccc2)[C@H](O)[C@@H](O)[C@@H]1O | i
19 | Cc1nnc(SCC(=O)NCC2CCCO2)s1 (centres undefined) | i
20 | CCc1ccc(S(=O)(=O)NCC(=O)O)cc1 | +
21 | C[C@@H]1CCCCO[C@H](CN(C)C)[C@@H](C)CN([C@H](C)CO)C(=O)c2cc(NC(=O)Nc3ccc(F)cc3)ccc2O1 | i
22 | C[C@H]1CN([C@@H](C)CO)C(=O)c2cc(NC(=O)Nc3cccc4ccccc34)ccc2O[C@H]1CN(C)C(=O)NC1CCCCC1 | i
23 | Cc1noc(C)c1NC(=O)N(C)C[C@H]1OCCCC[C@H](C)Oc2ccc(NC(=O)c3ccncc3)cc2C(=O)N([C@H](C)CO)C[C@@H]1C | i
24 | C[C@H]1CN([C@@H](C)CO)C(=O)CCCn2cc(nn2)CO[C@H]1CN(C)C(=O)c1ccccc1 | i
25 | Cc1noc(C)c1NC(=O)N(C)C[C@H]1Oc2ccc(NC(=O)C3CC3)cc2CC(=O)N([C@H](C)CO)C[C@H]1C | i
26 | C[C@@H]1CN([C@@H](C)CO)C(=O)c2cc(NC(=O)Cn3cnnn3)ccc2O[C@H]1CN(C)C(=O)Nc1ccccc1 | i
27 | CC(C)NC(=O)N(C)C[C@@H]1OCc2cnnn2CCCC(=O)N([C@@H](C)CO)C[C@@H]1C | i
28 | C[C@@H]1CN([C@@H](C)CO)C(=O)c2cc(NC(=O)CCC(F)(F)F)ccc2O[C@@H](C)CCCCO[C@@H]1CN(C)C(=O)CCC(F)(F)F | +
29 | C[C@H]1CN([C@@H](C)CO)C(=O)c2cc(NC(=O)C3CC3)ccc2O[C@H]1CN(C)C(=O)Nc1ccccc1 | i
30 | C[C@@H]1CCCCO[C@@H](CN(C)C)[C@H](C)CN([C@H](C)CO)C(=O)c2cc(NC(=O)NC3CCCCC3)ccc2O1 | i
31 | C[C@@H]1CN([C@H](C)CO)C(=O)Cc2cc(NC(=O)Nc3cccc4ccccc34)ccc2O[C@@H]1CN(C)C(=O)Nc1cccc2ccccc12 | +
32 | O=C(C1=C[C@H](c2ccc(Br)cc2)C[C@H](OCc2ccc(CO)cc2)O1)N1CCN(Cc2ccccc2)CC1 | i
33 | COc1cc(C)c2c(=O)cc(-c3ccccc3)oc2c1 | i
34 | C[C@H](CO)N1C[C@H](C)[C@H](CN(C)C(=O)Nc2ccc(C(F)(F)F)cc2)Oc2c(NS(=O)(=O)c3cccs3)cccc2C1=O | i
35 | Cc1noc(C)c1NC(=O)Nc1cccc2c1O[C@H](CN(C)Cc1ccc(-c3ccccc3)cc1)[C@H](C)CN([C@H](C)CO)C2=O | i
36 | CC(C)NC(=O)N(C)C[C@H]1Oc2c(NC(=O)C3CCOCC3)cccc2C(=O)N([C@@H](C)CO)C[C@H]1C | i
37 | C[C@H](CO)N1C[C@H](C)[C@@H](CN(C)S(=O)(=O)c2ccc(F)cc2)Oc2ccc(NS(=O)(=O)c3ccccc3)cc2CC1=O | i
38 | CCCCC[C@H](O)CC(=O)CCc1ccc(O)c(OC)c1 | i
39 | C[C@@H]1CCCCO[C@@H](CN(C)S(=O)(=O)c2ccc(F)cc2)[C@@H](C)CN([C@@H](C)CO)C(=O)c2cc(NC(=O)C3CCCCC3)ccc2O1 | i
40 | Cc1nn(CCCNC(=O)C2CCCO2)cc1Br (centres undefined) | i
41 | C[C@@H]1CN([C@@H](C)CO)C(=O)c2cc(NC(=O)NC3CCCCC3)ccc2O[C@@H](C)CCCCO[C@H]1CN(C)S(=O)(=O)c1ccc(F)cc1 | i
42 | CO[C@H]1O[C@H](CO)[C@@H](OC(=O)Nc2ccccc2)[C@H](OC(=O)Nc2ccccc2)[C@@H]1OC(=O)Nc1ccccc1 | i
43 | C[C@H]1CN([C@@H](C)CO)C(=O)c2cccc(NC(=O)Nc3ccc(C(F)(F)F)cc3)c2O[C@H]1CN(C)S(=O)(=O)c1ccc(Cl)cc1 | i
44 | CN(C)C(=O)[C@@]1(Cc2ccccc2CN=[N+]=[N-])N=C(c2ccc(OCCCO)cc2)O[C@H]1c1ccccc1 | i
45 | C[C@@H]1CN([C@@H](C)CO)C(=O)c2cc(NC(=O)c3ccncc3)ccc2O[C@@H](C)CCCCO[C@@H]1CN(C)C(=O)Nc1ccccc1 | i
46 | CCOC(=O)CSc1cc(C)nc(N)n1 | i
47 | C=C(C)C1=C[C@@]2(C)C(=CC1=O)CC[C@@H](O)[C@@H]2C | i
48 | C[C@@H]1CN([C@@H](C)CO)C(=O)c2cccc(NC(=O)NC3CCCCC3)c2O[C@H]1CN(C)Cc1ccc2c(c1)OCO2 | i
49 | CCOc1ccccc1N1CC(C(=O)Nc2ccc(C(=O)O)cc2)CC1=O (centres undefined) | i
50 | C[C@H](CO)N1C[C@H](C)[C@H](CN(C)C(=O)Nc2ccc(C(F)(F)F)cc2)Oc2ccc(NS(=O)(=O)c3ccc(F)cc3)cc2C1=O | i
51 | C[C@H]1CN([C@@H](C)CO)C(=O)Cc2cc(NC(=O)CCN3CCOCC3)ccc2O[C@H]1CN(C)S(=O)(=O)c1cn(C)cn1 | i
52 | Cc1noc(C)c1NC(=O)Nc1cccc2c1O[C@@H](CN(C)Cc1ccncc1)[C@H](C)CN([C@H](C)CO)C2=O | i
53 | COC(=O)c1cccc(NC(=O)COc2cc(C)cc(C)c2)c1 | i
54 | C[C@H](CO)N1C[C@H](C)[C@H](CN(C)Cc2ccc(C(F)(F)F)cc2)Oc2ccc(NC(=O)C3CC3)cc2C1=O | i
55 | Cc1cc(C(=O)Nc2cccc3c2O[C@@H](CN(C)CC2CC2)[C@@H](C)CN([C@H](C)CO)C3=O)n(C)n1 | i
56 | C[C@@H]1CCCCO[C@@H](CN(C)Cc2ccccc2)[C@H](C)CN([C@H](C)CO)C(=O)c2cc(NS(C)(=O)=O)ccc2O1 | i
57 | C[C@H](CO)N1C[C@H](C)[C@H](CN(C)S(=O)(=O)c2cccs2)OCc2cn(nn2)CCCC1=O | i
58 | C[C@@H]1CN([C@@H](C)CO)C(=O)c2cc(NS(=O)(=O)c3cccs3)ccc2O[C@@H](C)CCCCO[C@@H]1CN(C)C(=O)CCCN(C)C | i
59 | C[C@H](CO)N1C[C@H](C)[C@H](CN(C)C(=O)NC2CCCCC2)Oc2ccc(NC(=O)Cc3cn(C)c4ccccc34)cc2CC1=O | i
60 | Cc1noc(C)c1NC(=O)N(C)C[C@H]1Oc2ccc(NC(=O)CCN3CCOCC3)cc2CC(=O)N([C@H](C)CO)C[C@H]1C | i
61 | Cc1cc(-c2cccs2)c(C#N)c(SCC(=O)Nc2cccc(F)c2)n1 | i
62 | COc1ccc(CN(C)C[C@H]2OCCCC[C@H](C)Oc3ccc(NS(=O)(=O)c4ccc(Cl)cc4)cc3C(=O)N([C@H](C)CO)C[C@H]2C)cc1 | i
63 | C[C@@H]1CN([C@H](C)CO)C(=O)c2cccc(NC(=O)c3ccc(-c4nccs4)cc3)c2O[C@H]1CN(C)S(=O)(=O)c1cn(C)cn1 | i
64 | COc1ccc(S(=O)(=O)N(C)C[C@H]2Oc3ccc(NC(=O)Nc4ccc5c(c4)OCO5)cc3C(=O)N([C@@H](C)CO)C[C@H]2C)cc1 | i
65 | O=C(C1=C[C@H](c2ccc(C(F)(F)F)cc2)C[C@H](OCCCCO)O1)N1CCCCCCC1 | i
66 | C[C@H](CO)N1C[C@H](C)[C@@H](CN(C)S(=O)(=O)c2ccc(Oc3ccccc3)nc2)OCc2cn(nn2)CCCC1=O | i
67 | COC(=O)c1c(CC[C@@H](CO)NC(=O)Nc2ncn[nH]2)oc(C(=O)Cc2ccccc2)c1C(=O)OC | i
68 | O=C(Nc1ccccc1)C1=C[C@H](c2ccc(C(F)(F)F)cc2)C[C@H](OCCCCO)O1 | i
69 | COc1ccc(NC(=O)CSc2nc(C)cc(=O)[nH]2)cc1 | i
70 | C[C@@H]1CCCCO[C@H](CN(C)Cc2ccc(C(=O)O)cc2)[C@@H](C)CN([C@@H](C)CO)C(=O)c2cc(NC(=O)C3CCCCC3)ccc2O1 | i
71 | COc1ccc(S(=O)(=O)N(C)C[C@@H]2Oc3ccc(NS(C)(=O)=O)cc3CC(=O)N([C@@H](C)CO)C[C@@H]2C)cc1 | i
72 | C[C@@H]1CN([C@H](C)CO)C(=O)CCCn2cc(nn2)CO[C@@H]1CN(C)C(=O)OCc1ccccc1 | i

Further results.
nr | molecule | NFkB SMM
73 | O=C(Cc1ccccc1)NO | i
74 | C[C@@H]1CN([C@@H](C)CO)C(=O)Cc2cc(NC(=O)CCC(F)(F)F)ccc2O[C@@H]1CN(C)Cc1ccccc1 | i
75 | COc1ccc([N+](=O)[O-])cc1CSc1nnc(-c2ccc(NC(C)=O)cc2)n1C | i
76 | C[C@@H]1CCCCO[C@H](CN(C)Cc2ccc3c(c2)OCO3)[C@H](C)CN([C@H](C)CO)C(=O)c2cc(N(C)C)ccc2O1 | i
77 | CCC(Sc1nc2ccccc2o1)C(=O)Nc1cccc2ccccc12 (centres undefined) | i
78 | C[C@H](CO)N1C[C@H](C)[C@H](CN(C)C(=O)NC2CCCCC2)Oc2ccc(NC(=O)Nc3cccc4ccccc34)cc2C1=O | i
79 | O=c1[nH]c(=O)n(Cc2ccco2)c2c1C(C(F)(F)F)(C(F)(F)F)N=C(c1ccc(F)cc1)N2 | i
80 | COc1ccc(S(=O)(=O)Nc2ccc3c(c2)CC(=O)N([C@H](C)CO)C[C@@H](C)[C@@H](CN(C)Cc2ccc(C(F)(F)F)cc2)O3)cc1 | i
81 | C[C@H](CO)N1C[C@H](C)[C@@H](CN(C)CC2CC2)Oc2ccc(NC(=O)Cc3ccccc3)cc2CC1=O | i
82 | O=C(O)C1=C[C@@H](c2ccccc2)C[C@@H](OCc2ccc(CO)cc2)O1 | i
83 | Cc1cc(C)n(-c2nc3ccc([N+](=O)[O-])cc3nc2-n2nc(C)cc2C)n1 | i
84 | Cc1noc(C)c1S(=O)(=O)N(C)C[C@@H]1OCCCC[C@@H](C)Oc2ccc(NC(=O)CCC(F)(F)F)cc2C(=O)N([C@H](C)CO)C[C@H]1C | i
85 | COc1ccc(S(=O)(=O)Nc2ccc3c(c2)C(=O)N([C@@H](C)CO)C[C@H](C)[C@H](CN(C)S(=O)(=O)c2cccs2)O3)cc1 | i
86 | C[C@@H]1CN([C@@H](C)CO)C(=O)c2cccc(NS(=O)(=O)c3ccccc3)c2O[C@@H]1CN(C)C(=O)Nc1cccc2ccccc12 | i
87 | COc1ccc(CN(C)C[C@H]2Oc3ccc(NC(=O)Nc4ccc(F)cc4)cc3C(=O)N([C@H](C)CO)C[C@H]2C)cc1 | i
88 | C[C@H](CO)N1C[C@H](C)[C@H](CN(C)C(=O)NC2CCCCC2)Oc2c(NC(=O)c3ccc(-c4nccs4)cc3)cccc2C1=O | i
89 | C[C@H](CO)N1C[C@H](C)[C@H](CN(C)S(=O)(=O)c2cccs2)Oc2ccc(NC(=O)Nc3cccc4ccccc34)cc2C1=O | i
90 | COc1ccc(S(=O)(=O)N2CCN(Cc3ccc(OCCO)cc3)CC2)cc1 | i
91 | N=C(N)c1ccc(N2CCN(C3CCN(CC(=O)O)CC3)CC2)cc1 | i

Screening results deposited in PubChem by Broad Institute.

A portion of the library; rates above refer to the full screens.
